Compound activity (PubChem BioAssay)
MrgX1 allo act: human MrgX1 positive allosteric modulation, primary screen; B-score at 10 µM; MrgX1-HEK293, Fluo-4 calcium flux, FDSS; stronger effect = higher value; actives 0.63% (n = 310,000); Q96LB2;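 active means plate-corrected calcium response at least 3 library SD above typical, normal starting fluorescence, not activating the receptor alone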;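 further: compound read alongside a low EC10 to EC30 dose of BAM8-22 agonist; peak minus trough fluorescence over baseline measured at the second addition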
Target sequence (Q96LB2 whole entry, looked up): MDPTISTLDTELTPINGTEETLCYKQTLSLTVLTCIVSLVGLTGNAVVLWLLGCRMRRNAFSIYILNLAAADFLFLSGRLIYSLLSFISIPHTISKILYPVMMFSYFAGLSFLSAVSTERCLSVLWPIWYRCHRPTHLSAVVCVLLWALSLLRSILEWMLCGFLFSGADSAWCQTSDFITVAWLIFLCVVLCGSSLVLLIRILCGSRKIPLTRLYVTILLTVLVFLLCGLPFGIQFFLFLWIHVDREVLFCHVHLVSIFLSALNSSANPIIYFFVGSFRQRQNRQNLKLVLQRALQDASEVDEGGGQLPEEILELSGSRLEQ
TRPC4 inh: blocks the mouse TRPC4 cation channel | Q9QUQ5 | HEK293 TRPC4beta/mu-opioid, DAMGO-evoked Fluo4 calcium flux; stronger effect = lower value | B-score at 10 µM | actives 0.39% (n = 300,000) | AID 2247;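 active means B-score over 3 SD under the library average, no early fluorescence shift, positive overall ratio signal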
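Assay system: HEK293 cells with stable TRPC4beta plus mu-opioid receptor expression; Probe or stimulus: DAMGO in two steps, submaximal then maximal; Dosing: single-point compound dosing; Measured by: Fluo4 calcium-dye fluorescence, kinetic read; Read-out basis: B score from integrated Fluo4 fluorescence ratio.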
TRPC6 inhibitor: mouse TRPC6 channel inhibition; HEK293-TRPC6, membrane potential dye, ACh-evoked depolarization; stronger effect = lower value; actives 1.1% (n = 310,000); Q61143; B-score at 10 µM; AID 2553;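 active means B-score under library mean minus 3 SD, initial fluorescence not abnormally high, positive integrated signal ratio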;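 further: B-score derived from integrated fluorescence ratio over the kinetic read; more negative B-score means stronger inhibition of depolarization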
MrgX1 agonist: activates human MrgX1 receptor signaling; AID 588627; Q96LB2; actives 0.44% (n = 310,000); B-score at 10 µM; MrgX1-HEK293 cells, Fluo-4 calcium fluorescence, agonist mode; stronger effect = higher value;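 active means calcium response B-score plate-corrected fluorescence ratio at least 3 library SD, with starting fluorescence B-score inside 5 SD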
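times = overnight plating, then 30 min 37 °C plus 30 min room-temperature dye loading | assay system = stable human MrgX1 HEK293 cell line | input = fifteen thousand cells per well | signal = kinetic calcium dye fluorescence, Fluo-4 NW | dosing = compound delivered in addition one of three | read-out = B-scored fluorescence response ratio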
RGS4 inh: inhibitors of human RGS4. actives 0.45% (n = 310,000). AID 463165. B-score at 10 µM. HEK293 M3R/RGS4 inducible, Fluo-4 calcium flux; stronger effect = higher value; triggered by carbachol at its EC20;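 active means B-score, a plate-corrected calcium signal, over three deviations above library mean, with baseline fluorescence within five deviations of library mean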;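 further: RGS4 expression induced by doxycycline in cells with stable M3 receptor; B-score is computed from the integrated fluorescence ratio over baseline after carbachol; higher B-score means a larger calcium signal and so more RGS4 inhibition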
Target sequence (P49798 whole entry, looked up): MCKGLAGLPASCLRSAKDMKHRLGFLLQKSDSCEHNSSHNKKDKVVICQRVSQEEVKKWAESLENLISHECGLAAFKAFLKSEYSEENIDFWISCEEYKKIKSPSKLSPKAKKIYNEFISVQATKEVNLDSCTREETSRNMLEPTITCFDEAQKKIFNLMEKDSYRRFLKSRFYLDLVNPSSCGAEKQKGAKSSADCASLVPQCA
MrgX1 antagonist: human MrgX1 receptor antagonism, primary screen | MRGX1-HEK293 calcium flux, Fluo-4, BAM8-22 antagonism; stronger effect = lower value | actives 1.3% (n = 310,000) | B-score at 10 µM | AID 588676 | Q96LB2;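 active means calcium-response B-score plate-corrected more than 3 library SD below zero, starting fluorescence within 5 deviations, no agonist response on first addition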;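 further: peak minus trough fluorescence over baseline after final BAM8-22 challenge near maximal dose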
SKKanGAS inh: blocks kanamycin growth of S. pyogenes SKKanGAS strain; actives 1.3% (n = 300,000); BacTiter-Glo, 6 h; AID 1662; inhibition, % at 7.5 µM;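 active means mean replicate score, as percent of positive control median, at least 50; inconclusive means mean below 50 but one replicate at or above 50; inactive means mean and every replicate below 50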;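 further: strain carries kanamycin resistance gene driven by streptokinase promoter and grows in 40 µg/ml kanamycin; loss of luminescence reflects streptokinase promoter inhibition or plain growth inhibition; 0% = median of DMSO wells and 100% = positive control at its reference dose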
Platelet DG rel: platelet dense granule release activity | actives 0.22% (n = 300,000) | inhibition, %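 (compounds screened at 7.5 µM in platelet-rich plasma)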 | human platelet-rich plasma, SFLLRN dense granule ATP release, luminescence;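 active means mean replicate score, as percent of positive control, at or above 50; inconclusive means mean below 50 but at least one replicate at or above 50; inactive means mean and every replicate below 50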
HIF activator: HIF pathway transcriptional activation. activation, % at 7.5 µM (by protocol). U2OS HRE-luciferase reporter, luminescence; normalized: DMSO 0%, desferrioxamine 100%. actives 0.32% (n = 300,000). AID 1910;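 active means mean activation of at least 10% of the iron chelator positive control signal, with at least half of replicates also reaching 10%; inconclusive means mean and replicate majority disagree about reaching 10%; inactive means mean and most replicates under 10%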
TRPC6 activator: activates the mouse TRPC6 cation channel; B-score at 10 µM; Q61143; HEK293-TRPC6 membrane potential dye fluorescence; stronger effect = higher value; actives 0.13% (n = 310,000);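 active means B-score of the integrated fluorescence ratio above library mean plus 3 SD, and starting fluorescence ratio within library mean plus 5 SD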;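 further: higher score means more depolarization so channel activation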
RGS4 pot: potentiators or activators of RGS4; B-score at 10 µM; actives 0.92% (n = 310,000); HEK293 M3R/inducible RGS4, carbachol calcium flux Fluo4; stronger effect = lower value; AID 463111;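 active means B-score of the integrated calcium signal more than 4 SD below the library mean, with starting fluorescence not abnormally high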;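 further: negative B-score means reduced calcium response which marks RGS4 activation or potentiation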
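Detection: kinetic calcium fluorescence imaging with Fluo4-AM dye, 2 µM / Material: HEK293 cells with stable M3R and inducible RGS4 / Schedule: recording 10 s baseline at 1 Hz, 100 s post-agonist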
* hit, by the source's call; i = inactive; ? = inconclusive; . = not tested or not shown.

SMILES	MrgX1 allo act	TRPC4 inh	TRPC6 inhibitor	MrgX1 agonist	RGS4 inh	MrgX1 antagonist	SKKanGAS inh	Platelet DG rel	HIF activator	TRPC6 activator	RGS4 pot
CCn1c(CNC(=O)c2ccco2)nnc1SCC(=O)c1ccc(F)cc1	i	i	i	i	i	i	-1	0	-0.3	i	i
CC(=O)Nc1cccc(C(=O)OCC(=O)NC(=O)Cc2ccccc2)c1	i	i	i	i	i	i	-7	-4	0.0	i	i
O=C(NC1CCCc2ccccc21)C1CCN(S(=O)(=O)N2CCCCCC2)CC1 (centres undefined)	i	i	i	i	i	i	1	14	0.1	i	i
O=C1NCCN1c1ccc(CN2CCN(C3CCCCC3)C(CCO)C2)cc1 (centres undefined)	i	i	i	i	i	i	2	7	0.7	i	i
C=CCc1ccc(O)c(-c2cc(CC=C)ccc2O)c1	i	i	i	i	i	i	17	4	-0.1	i	i
COc1ccc(C)cc1N(C(=O)c1ccc(C#N)cc1)C1=NC(C)(C)CS1	i	i	i	i	i	i	7	0	-2.7	i	i
CC(C)CC(O)(c1ccccc1)C(CN1CCOCC1)c1ccccc1 (centres undefined)	i	i	i	i	i	i	-4	.	-0.7	i	i
CC1=CC(C)(C)N(C(=O)CSc2ncn[nH]2)c2ccc(C)cc21	i	i	i	i	i	i	1	-5	-0.1	i	i
Cc1cccc(NC(=O)COC(=O)c2ccccc2SCC(=O)N2CCCC2)c1	i	i	i	i	i	i	0	18	0.4	i	i
CCc1cc2c(COC(=O)c3cccc(S(C)(=O)=O)c3)cc(=O)oc2cc1O	i	i	i	i	i	i	39	2	0.0	i	i
CN(C)C(C)(C)C#CC(O)(c1ccccc1)c1ccccc1	i	i	-8.4*	i	i	i	-11	6	-0.2	i	-8.7*
Fc1ccccc1C1c2[nH]c3ccccc3c2CCN1Cc1ccoc1 (centres undefined)	i	i	i	i	i	i	6	-3	0.1	i	i
O=C(c1ccc(F)cc1)N(Cc1cccs1)C1CCS(=O)(=O)C1 (centres undefined)	i	i	i	i	i	i	15	-1	167*	i	i
Cc1ccc(OCCn2cc(C#N)c3ccccc32)cc1	i	i	i	i	i	i	8	6	0.0	i	i
COc1ccccc1NC(=O)NNC(=O)C(C)Oc1ccc2ccccc2c1 (centres undefined)	i	i	i	i	i	i	5	-8	0.1	i	i
CSc1nc2ccccc2cc1/C=C(\C#N)c1cccc(C)c1	i	i	i	i	i	i	44	12	0.9	i	i
COc1ccccc1N1C(=O)CC(N(O)c2ccccc2)C1=O (centres undefined)	i	i	i	i	i	i	1	-35	-0.3	i	i
CN(c1ccccc1)S(=O)(=O)c1ccc(NC(=S)NC(=O)c2ccccc2)cc1	i	i	i	i	i	i	10	-2	0.1	i	i
CCN1CCN(C(=O)CN(c2ccc(C)cc2)S(C)(=O)=O)CC1	i	i	i	i	i	i	1	0	-0.3	i	i
CC1CN(C(=O)c2ccccc2Nc2ccc(SC(F)F)cc2)CC(C)O1 (centres undefined)	i	i	i	i	i	i	3	3	-0.6	i	i
CCN1CCN(S(=O)(=O)c2ccc(Cl)c(C(=O)Nc3ccccc3N3CCCC3)c2)CC1	i	i	i	i	i	i	20	1	-0.1	i	i
Cc1ccc(CNC(=O)c2ccc(C#CC(C)(C)O)s2)cc1	i	i	i	i	i	i	8	-4	1.6	i	i
COc1ccc(NC(=O)C2CCN(S(=O)(=O)c3ccc4[nH]c(=O)oc4c3)CC2)c(OC)c1	i	i	i	i	i	i	10	-3	.	i	i
Cc1nc([N+](=O)[O-])c(Br)n1CC(=O)c1ccccc1	i	i	i	i	i	i	-1	-13	0.6	i	i
CCOC(=O)c1ccc(CNCc2ccc(Br)cc2)cc1	i	i	i	i	i	i	-3	-70	-1.0	i	i
C/C(CC(=O)Nc1ccc(F)cc1)=N\NC(=O)COc1ccccc1	i	i	i	i	i	i	5	-7	-0.1	i	i
COc1ccccc1/C=C1\SC(=S)N(NS(=O)(=O)c2ccc(C)cc2)C1=O	i	i	i	i	i	i	17	-4	0.2	i	i
O=C(CNc1cccc(F)c1)N1CCc2ccccc2C1	i	i	i	i	i	i	-2	4	2.4	i	i
CCS(=O)(=O)c1ccc2oc(SCC(=O)N3CCCCC3)nc2c1	i	i	i	i	i	i	-4	-25	0.1	i	i
Cc1cccc(N(CC(=O)NCCSc2ccccn2)S(=O)(=O)c2ccccc2)c1	i	i	i	i	i	i	8	0	0.2	i	i
CCc1c(C)nc(SCC(=O)NC2CCCC2)[nH]c1=O	i	i	i	i	i	i	-6	-2	-29	i	i
CN(C)c1cccc2c1C(=O)c1ccccc1C2=O	i	i	i	i	i	i	6	11	-0.4	i	i
CN1CCC(N(C)S(=O)(=O)c2ccc(NC(=O)COc3ccc(F)cc3Cl)cc2)CC1	i	i	i	i	i	i	0	-1	-0.7	i	i
CN(C)CCCNC(=O)c1ccc2[nH]c3ccccc3c2c1	i	i	i	i	i	i	4	1	-0.6	i	i
COc1ccccc1CCC(=O)OC(C)C(=O)Nc1c(C)n(C)n(-c2ccccc2)c1=O (centres undefined)	i	i	i	i	i	i	-7	-5	-0.1	i	i
CC(C)(C)c1ccc(NC(=O)c2ccc3c(c2)S(=O)(=O)c2ccccc2C3=O)cc1	i	i	i	i	i	i	3	-4	0.0	i	i
O=C(CNC(=S)N(Cc1ccccc1)Cc1cccnc1)NCCN1CCOCC1	i	i	i	i	i	i	-3	7	-0.5	i	i
O=C(COC(=O)c1cccc(N2C(=O)c3ccccc3C2=O)c1)Nc1ccccc1	i	i	i	i	i	i	1	-4	0.4	i	i
O=C(Cc1cccs1)Nc1nc(-c2ccc(F)cc2F)cs1	i	i	i	i	i	i	9	0	-0.2	i	i
O=C(Nc1nc(-c2ccc(S(=O)(=O)N3CCCC3)cc2)cs1)c1ccco1	i	i	i	i	i	i	-3	2	1.5	i	i
Cc1cccc(N2CCN(S(=O)(=O)c3ccc4c(c3)C(C)(C)C(=O)N4C)CC2C)c1 (centres undefined)	i	i	i	i	i	i	1	?	0.0	i	i
Cc1ccn(CCNC(=O)C2CCC(=O)N(CCc3ccc(Cl)cc3)C2)n1 (centres undefined)	i	i	i	i	i	i	-10	-1	-1.1	i	i
COC(CNC(=O)c1ccc(-n2c(=S)[nH]c3ccccc3c2=O)cc1)OC	i	i	i	i	i	i	13	12	-0.6	i	i
c1ccc(-c2ccc(OCCN3CCOCC3)cc2)cc1	i	i	i	i	i	i	2	0	3.1	i	i
COc1ccc(C(=O)NNC(=S)NC(=O)c2cccc([N+](=O)[O-])c2)cc1	i	i	i	i	i	i	-3	13	-0.2	i	i
CCc1cc(=O)oc2cc(OCC(=O)N3CCC(C(=O)O)CC3)ccc12	i	i	i	i	i	i	-1	1	-0.1	i	i
CN1C(=O)NC(c2ccc(O)cc2)C(C(=O)c2cccs2)C1(O)C(F)(F)F (centres undefined)	i	i	i	i	i	i	-2	-4	2.7	i	i
CC(NC(=O)CNC(=O)[C@@H]1Cc2ccccc2CN1)c1ccccc1 (some centres undefined)	i	i	i	i	i	i	0	4	-0.4	i	i
O=C(Nc1cccc(F)c1)Nc1c[nH]c(=O)[nH]c1=O	i	i	i	i	i	i	-12	-5	-0.5	i	i
OCCOCCn1c(CCNc2nc(-c3ccc(Cl)cc3)cs2)nc2cc(Cl)c(Cl)cc21	i	.	i	i	i	i	41	-5	1.5	i	i
COc1ccc(C(=O)c2c[nH]c3ccccc23)cc1	i	i	i	i	i	i	-5	21	4.6	i	i
COc1cc(OC)cc(C(=O)N2CCCc3ccccc32)c1	i	i	i	i	i	i	3	-2	0.7	i	i
N#C/C(=C1/CCCCCN1)c1nnc2n1CCCCC2	i	i	i	i	i	i	-4	-2	0.0	i	i
Cc1ccc(C(=O)COC(=O)CN2C(=O)C3C4CCC(C4)C3C2=O)cc1[N+](=O)[O-] (centres undefined)	i	i	i	i	i	i	2	6	-0.4	i	i
COc1cc2c(cc1OC)CN(CC(=O)Nc1ccc3c(c1)OCO3)CC2	i	i	i	i	i	i	-2	11	-0.2	i	i
O=C(O)CSc1nnc(Nc2ccccc2)n1-c1ccccc1	i	i	i	i	i	i	5	7	0.3	i	i
O=C(CCNS(=O)(=O)c1cccc2nsnc12)N1CC(=O)N(CCc2ccccc2)C(=O)C1	i	i	i	i	i	i	-10	6	0.0	i	i
N#Cc1ccc(NC(=O)COC(=O)CCc2ccc(S(=O)(=O)N3CCCCC3)cc2)cc1	i	i	i	i	i	i	5	-4	-0.9	i	i
N#CCCN(C(=O)COC(=O)c1ccc(S(=O)(=O)N2CCCCCC2)cc1)c1ccccc1	i	i	i	i	i	i	-3	8	-0.1	i	i
COc1ccc(Cl)cc1NC(=O)CCS(=O)(=O)c1ccc(C)cc1	i	i	i	i	i	i	-5	-2	-0.4	i	i

Only SKKanGAS inh and TRPC6 activator, for 2 of the compounds above:
SMILES | SKKanGAS inh | TRPC6 activator
N#C/C(=C1/CCCCCN1)c1nnc2n1CCCCC2 | -4 | i
Cc1ccc(C(=O)COC(=O)CN2C(=O)C3C4CCC(C4)C3C2=O)cc1[N+](=O)[O-] (centres undefined) | 2 | i

Next section
SMILES	MrgX1 allo act	TRPC4 inh	TRPC6 inhibitor	MrgX1 agonist	RGS4 inh	MrgX1 antagonist	SKKanGAS inh	Platelet DG rel	HIF activator	TRPC6 activator	RGS4 pot
COc1ccc(CNC(=O)CN2CCC(n3nnc4cc(F)ccc43)CC2)cc1	i	i	i	i	i	i	-7	3	-0.6	i	i
COC(=O)CN(C(=S)Nc1ccc(Cl)cc1)C1CC(=O)N(c2ccc(OC)cc2)C1=O (centres undefined)	i	.	i	i	i	i	-3	8	-0.2	i	i
COc1ccc(CC(=O)N2CCC(c3ccccc3)C2)cc1 (centres undefined)	8*	i	i	i	i	i	8	-1	2.6	i	i
CN(C)C(=O)N1CCC(C(=O)NCc2cccs2)CC1	i	i	i	i	i	i	-3	-1	-0.1	i	i
Cc1ccc(-c2cc3nc(C)cc(C)n3n2)cc1	i	i	i	i	i	i	-14	-5	2.2	i	i
